HUVEC inhibit: inhibitors of HUVEC proliferation, primary screen, cell-based, 384-well | CellTiter-Glo luminescence, 72 h; hits give low values | viability, % at 10 µM (by protocol) | hit rate 1.1% among 86,000 | AID 648, 2007;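 active means viability at or below 30%; inactive means viability above 30%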;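 further: 100% = median luminescence of DMSO-only cell control wells on each plate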
F-actin modifier: modifiers of F-actin cytoskeleton organization, primary screen, imaging, HUVEC, phalloidin staining, high-content imaging; HUVEC TNFa F-actin phalloidin imaging; inhibition, % at 2 µM; hit rate 0.18% among 91,000; AID 836, 2007;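 active means inhibition above the batch mean plus 3 SD and confirmed as a hit by visual image inspection, cut at about 30% in these data, passing the limit was not always enough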; further: strong numbers were not always called active
Pyk2 oligo antag: antagonists of Pyk2 self-association, primary screen, Q293 cells, FERM NanoBiT luminescence, HTS; Protein-tyrosine kinase 2-beta (Homo sapiens), Q14289; hits give low values; z-score (the deposit names both 25 µM and 10 µM); hit rate 0.83% among 99,000;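 active means Z-score of -3 or lower, scaled per plate to the spread of control and sample wells; inactive means z-score above -3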;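 further: negative z-score means lost luminescence so less FERM oligomerization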
H69AR inhibit: proliferation blockers of H69AR lung cancer cells, primary screen, cell-based, human, 86K library | hit rate 6% among 85,000 | viability, % at 10 µM | H69AR lung tumor viability, ATP luminescence, 72 h; hits give low values;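 active means viability at or below 40%; inactive means viability above 40%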;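 further: multidrug resistant small cell line overexpressing MRP-1 efflux transporter; 100% = mean luminescence of untreated control wells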
HUVEC tox IL1B: cytotoxicity in IL-1B stimulated HUVEC, primary screen, cytotoxicity control for IL-1B NFkB translocation project, imaging, Hoechst nuclear count, IL-1B stimulus | HUVEC cell count loss | cell count reduction, % at 2 µM | hit rate 0.41% among 94,000 | AID 845, 2007;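 active means cell count reduction more than 3 SD above the screen-wide mean, cut at about 70% in these data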;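 further: normalized per plate to untreated control cells as the no-loss baseline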
Lung fibro prol: antiproliferative effect on LL 47 fibroblasts – human, LL 47 cells, CellTiter-Glo luminescence, primary screen; LL 47 human lung fibroblast viability, ATP luminescence; hits give low values; viability, % at 10 µM; hit rate 1.1% among 85,000; AID 719, 2007;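 active means viability at or below 50% in the single dose screen; inactive means viability above 50%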;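 further: compound exposure lasted 72 h before the ATP readout; 100% = median luminescence of untreated cell-only wells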
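Times – overnight cell rest, 72 h compound treatment at 37 °C · Test system – human lung fibroblast line LL 47, low passage · Amount – 1,150 cells in each well · Controls – cell-only wells, no compound · Doses – 0.1% DMSO in all compound wells · Measured by – CellTiter-Glo luminescence · Buffer or medium – IMEM plus 15% FBS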
TNFa cytotox: cytotoxicity in TNFa-stimulated HUVEC, primary screen, cytotoxicity control for VCAM1 expression modulator project, imaging, Hoechst nuclei count | HUVEC TNFalpha-stimulated, Hoechst cell count | cell count reduction, % at 2 µM | hit rate 0.17% among 93,000;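 active means cell count reduction exceeding the screen mean by over 5 SD, scaled to untreated wells per plate, cut at about 78% in these data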;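 further: cells counted after 24 h of TNF alpha exposure following the 1 h pretreatment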
Smad3 inh: Smad3/FoxH1 peptide binding inhibitors, primary screen, biochemical, TR-FRET. hit rate 0.29% among 88,000. TR-FRET Smad3/Dy647-FoxH1 peptide binding, europium anti-His. inhibition, % at 25 µM;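 active means compounds that reduce the energy-transfer binding signal between the protein and its labelled peptide by more than half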;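 further: 0% = Smad3 plus labelled peptide maximal FRET and 100% = peptide-only background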
Target sequence (P84022 whole entry, looked up): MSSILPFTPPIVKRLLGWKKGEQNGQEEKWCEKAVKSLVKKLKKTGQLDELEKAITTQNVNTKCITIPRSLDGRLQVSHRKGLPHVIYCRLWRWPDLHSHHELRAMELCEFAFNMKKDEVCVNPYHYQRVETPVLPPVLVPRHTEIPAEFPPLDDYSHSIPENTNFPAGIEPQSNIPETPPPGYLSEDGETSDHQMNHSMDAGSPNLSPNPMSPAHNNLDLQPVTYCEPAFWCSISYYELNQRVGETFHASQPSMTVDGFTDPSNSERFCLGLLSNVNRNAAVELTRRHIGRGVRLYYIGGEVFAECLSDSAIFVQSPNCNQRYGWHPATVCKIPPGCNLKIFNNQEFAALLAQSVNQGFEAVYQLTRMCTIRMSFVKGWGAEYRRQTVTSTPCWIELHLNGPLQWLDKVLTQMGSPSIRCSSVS
VCAM1 TNFa inh: inhibitors of TNFa-induced VCAM1 expression, primary screen, imaging, HUVEC, TNFa stimulus, immunofluorescence; inhibition, % at 2 µM; HUVEC TNFa-induced VCAM-1 immunofluorescence, high-content imaging; hit rate 0.48% among 95,000;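 active means inhibition above the batch mean plus 3 SD, with images confirmed as a hit by eye, cut at about 37% in these data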;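 further: 0% = TNF-stimulated DMSO wells and 100% = unstimulated control wells; not every result past the cut was called active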
Active calls of the source: *; . = no result given; [ ] = dose if it differs, or a comment. Not all compounds are listed; count on the stated rates, not on these rows.

structure	HUVEC inhibit	F-actin modifier	Pyk2 oligo antag	H69AR inhibit	HUVEC tox IL1B	Lung fibro prol	TNFa cytotox	Smad3 inh	VCAM1 TNFa inh
CC(C)CN(C(=O)COC(=O)Cn1cnc2ccccc2c1=O)C1CCS(=O)(=O)C1 (stereo not drawn)	92	42	0.51	85	-24	97	-34	-17	-4
COc1ccc(Cl)cc1N(C)C(=O)CCc1nc(-c2ccc(C)cc2)no1	92	-1	-2.6	91	4	92	-15	-6	7
CCSc1nnc(NC(=O)CSc2nnc(Cc3cccn3C)n2-c2ccc(F)cc2)s1	.	10	-0.39	.	-9	.	-2	.	-5
Cc1ccc(-n2nnnc2Sc2nc([N+](=O)[O-])nn2C)c(C)c1	.	-5	0.42	.	5	.	-14	.	-1
O=C(CN(CC1CCCO1)C(=O)CCC(=O)Nc1ccccn1)NCc1ccccc1 (stereo not drawn)	96	-22	-0.42	101	-4	91	-8	6	-1
Cc1ccc(O)c(NC(=S)NC(=O)c2ccc(-c3ccc(Cl)cc3)o2)c1	.	9	0.35	.	9	.	-10	.	5
Cc1noc(C)c1S(=O)(=O)N1CCCC(C(=O)Nc2cccnc2)C1 (stereo not drawn)	.	30	0	.	-11	.	-4	.	0
CC(=O)N1CCc2cc(Br)cc(S(=O)(=O)NCCN3CCCCC3C)c21 (stereo not drawn)	99	-3	-0.54	113	6	.	-20	-1	-12
Cc1cccc(NC(=O)C2CCN(S(=O)(=O)c3cccc4cccnc34)CC2)c1	89	2	.	94	-8	101	-14	-14[fluorescence artefact?]	4
COc1ccc(-c2noc(CN(C(=O)c3ccc(OC(C)=O)cc3)C(C)C)n2)cc1OC	88	18	-0.5	75	2	91	-22	1	1
O=C(Nc1ccccc1C(F)(F)F)c1cc(S(=O)(=O)N2CCOCC2)ccc1F	87	15	0.1	99	-11	90	-4	26	3
CC(=O)OCC(=O)[C@H]1CC[C@H]2[C@@H]3CCC4=CC(=O)CC[C@]4(C)[C@H]3CC[C@]12C	54	.	.	78	.	93	.	1	.
CC(C)(C)c1ccc(-c2nnc3sc(-c4ccncc4)nn23)cc1	.	15	-0.92	.	-20	.	-30	.	-14
CCCCc1ccc(-c2ccc(Br)cc2O)nc1	118	.	-0.04	103	-8	107	-4	17	-8
O=C(Nc1ccccc1)c1cccc(N2CCCC2=O)c1	97	.	2.2	93	5	105	.	-13	.

The last 2 records of the section before come first, to join the parts.
structure	HUVEC inhibit	F-actin modifier	Pyk2 oligo antag	H69AR inhibit	HUVEC tox IL1B	Lung fibro prol	TNFa cytotox	Smad3 inh	VCAM1 TNFa inh
CCCCc1ccc(-c2ccc(Br)cc2O)nc1	118	.	-0.04	103	-8	107	-4	17	-8
O=C(Nc1ccccc1)c1cccc(N2CCCC2=O)c1	97	.	2.2	93	5	105	.	-13	.
N#Cc1nc(-c2ccc(F)cc2)oc1NCc1cccc2c1OCO2	107	.	.	100	.	92	.	5	.
O=C(C1CCC(C(=O)N2CCCCC2)CC1)N1CCCCC1 (stereo not drawn)	89	.	0.52	90	-57	107	.	1	.
CC1CC(C)CN(c2nc3c(c(=O)[nH]c(=O)n3C)n2CCCSc2nc3ccccc3s2)C1 (stereo not drawn)	74	13	-0.4	95	5	87	-2	-3	-9
CCN1CCCC1CN(Cc1cc2cc(C)ccc2[nH]c1=O)C(=O)Nc1ccccc1OC (stereo not drawn)	73	-18	-0.26	84	7	97	0	2	3
Cn1c(=O)n(C)c2cc(S(=O)(=O)N3CCOCC3)ccc21	109	-1	-0.14	89	11	106	-8	1	5
CCOC(=O)c1c(C)c2c(n1C)CCC/C2=N\O	94	7	0.31	88	-9	103	-31	1	-6
c1ccc(Cn2c(Nn3cnnc3)nc3ccccc32)cc1	105	-16	-0.76	94	2	98	-26	4	-3
O=C(c1ccco1)N1CCN(C(=O)C2CC(c3ccc(Cl)cc3)=NO2)CC1 (stereo not drawn)	108	-7	0.08	85	-8	103	-2	-3	10
N#CC(C(=O)OC1CCCCC1)c1nc2ccccc2nc1N1CCOCC1 (stereo not drawn)	80	7	-0.92	66	19	91	-21	-8	8
COc1cccc(-c2nnc(SCC(=O)N3CCOCC3)o2)c1	105	-3	0.43	87	-11	100	-3	-3	8
COc1ccc(N2CCN(c3ncnc4c3nnn4Cc3ccccc3Cl)CC2)cc1	98	-4	0.95	66	-23	102	2	-1	3
C=CCNC(=O)C1CC(=O)N(c2ccc(OCC(=O)NCc3ccccc3)cc2)C1 (stereo not drawn)	101	9	0.41	98	-5	95	0	4	21
Cn1c(=O)c2c(nc(SCC(=O)N(C3CCCCC3)C3CCCCC3)n2C)n(C)c1=O	100	-6	.	96	13	99	-35	9[fluorescence artefact?]	6
COc1cc(Nc2cc(C)nc3ncnn23)cc(OC)c1	86	.	.	80	.	101	.	-1	.
COc1cccc(OC)c1C(=O)N1CCOCC1	96	.	-2.8	83	14	105	.	-6	.
Cc1ccc2c(c1)c1c3n2CCN(C(=O)C2CC2)C3CCC1 (stereo not drawn)	104	-7	.	91	-1	93	-7	11	6
COc1ccc(CN(Cc2ccco2)S(=O)(=O)c2ccc(S(=O)(=O)N3CCCC3)cc2)cc1	60	-7	1.7	45	-7	85	-4	8	-7
CCOC(=O)N(C)c1ccc(C(O)(C(F)(F)F)C(F)(F)F)cc1	105	2	-0.65	84	-61	92	-3	-7	0
CC(C)(C)C1=C(C#N)C(c2cc3c(cc2Br)OCO3)C(C#N)=C(N)O1 (stereo not drawn)	81	.	0.53	46	.	85	.	8	.
CC(NC(=O)CNC(=O)OCc1ccccc1)C(=O)N1CC(O)CC1C(=O)OCc1ccccc1 (stereo not drawn)	74	.	0.22	98	-68	100	-15	-7	-4
CCN(CC)CCCN1C(=O)C(=O)/C(=C(/O)c2ccc3c(c2)CC(C)O3)C1c1cccnc1 (stereo not drawn)	93	.	.	87	.	102	.	3	.
COCCNC(=O)c1sc2nc(-c3ccccc3)cn2c1C	98	-2	0.08	99	-28	95	-28	12	4
O=C(c1ccc(-c2ccccc2)cc1)c1ccccc1C(=O)N1CCOCC1	105	11	0.1	86	9	91	-29	1	-8
Cc1cccc(-c2c3c(=O)n(C)c(=O)n(C)c3cn2C(C)C)c1	111	12	0.24	58	-16	78	2	0	-2
COc1cccc(C2NC(c3cccc(OC)c3O)C(C)C(=O)C2C)c1O (stereo not drawn)	97	-24	-2.4	81	-3	93	7	2	12
COC(=O)C(NC(=O)c1ccc(C)cc1)(Nc1cccc(C)n1)C(F)(F)F (stereo not drawn)	102	-3	-0.2	98	1	99	-8	-2	15
COC(=O)c1ccc(COn2c(=O)c(C)[n+]([O-])c3ccccc32)cc1	106	-18	1.7	87	-6	101	-2	10	6
O=C(CCNc1ccc(F)c(Cl)c1)c1ccco1	71	-32	-0.02	1.8*	-20	96	-9	1	18
Cc1cccnc1NC(=O)Nc1cccs1	89	-16	-0.44	110	16	98	-8	-3	7
O=C(Nc1nnc(CCN2CCCCC2)s1)C1CCCCC1	102	-15	-0.79	92	30	101	10	7	3
O=C(NCc1ccco1)c1cc(-c2cccc(Cl)c2)on1	111	9	-0.01	99	2	96	-8	1	-6
O=C(CSc1ncnc2c1oc1ccccc12)OCc1ccccc1	84	17	1.4	98	26	100	-2	34[fluorescence artefact?]	0
O=C(OCc1cccc2ccccc12)C1CC(=O)N(c2ccccc2)C1 (stereo not drawn)	97	4	1	91	10	94	0	-4	12
CC(C)C(=O)Nc1nnc(CCN2CCOCC2)s1	93	-10	-0.11	100	-5	95	7	5	15
O=c1c2cc3ccccc3n2cnn1Cc1ccccc1F	79	.	-0.93	17*	.	77	.	6	.
COC(=O)c1cccc(S(=O)(=O)N2CCN(c3nc4ccccc4s3)CC2)c1	70	12	-0.14	98	-112	84	-2	-2	-11
Cc1ccc(NC(=O)CN2C(=O)NC3(CCC(C)CC3)C2=O)c(Cl)c1 (stereo not drawn)	100	15	0.02	87	-1	95	-36	-3	12
CCc1ccc(C(=O)c2oc3nc(C)cc(C)c3c2N)cc1	78	-20	0.18	47	-22	94	4	5	10
Cc1cc(F)ccc1NCc1cccnc1	93	5	-0.06	92	12	104	-13	0	11
Cc1cccc(C)c1NC(=O)CSc1nnc(-c2ccoc2C)n1C	105	11	-0.84	89	-15	105	-31	3	12
Cc1ccc(NC(=O)c2ccc(F)c(S(=O)(=O)N3CCOCC3)c2)cc1F	90	22	-0.39	69	31	110	-25	-1	4
CCCCOc1ccc(C(=O)N2CC(C)OC(C)C2)cc1 (stereo not drawn)	94	0	0.85	102	5	107	2	10	-7
Cc1cc(C)n2ncc(C(=O)NCc3ccc(Cl)cc3)c2n1	.	-2	0.17	.	-16	.	-33	.	-24
CCOC(=O)c1ccc(NC(=O)CCS(=O)(=O)c2ccc(Br)s2)cc1	87	.	-0.51	93	-3	100	-17	8	4
COc1ccc2c(c1)CC/C(=C\C=C\c1ccccc1)C2=O	106	-16	-0.16	101	16	95	-36	12	7
Cc1cc(C)c(NC(=O)CN2CCN(C)CC2)c(C)c1	90	-5	.	94	-25	100	-8	9	0

Screens: PubChem, several laboratories
